CTSL1 counter = cathepsin L1 inhibition, PFM18AAP counter-screen | recombinant F. hepatica cathepsin L1, Z-Leu-Arg-MCA fluorescence | inhibition, % at 5.96 µM | 0.49% of 300,000 active | AID 1906;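 active means inhibition above the mean of all tested compounds plus 3 SD, set per screening campaign, cut at about 17% in these data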;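 further: 0% = plate median of test compound wells and 100% = 1 µM Z-Phe-Ala-diazomethylketone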
PP5 inh = inhibitors of human protein phosphatase 5 (PP5); purified PP5c, OMFP substrate fluorescence; inhibition, % at 6.7 µM; 0.18% of 320,000 active; AID 1987;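 active means inhibition above the campaign's mean inhibition across all tested compounds plus 3 SD, cut at about 9.5% in these data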;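 further: 0% = DMSO only and 100% = 100 µM cantharidin control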
HCV core dimer = HCV core protein dimerization inhibition; TR-FRET GST/Flag-core106 dimerization, 1536-well; inhibition, % at 5 µM; 0.33% of 300,000 active;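 active means inhibition above the mean of all tested compounds plus 3 SD, set per screening campaign, cut at about 45% in these data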
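assay system = GST-tagged and Flag-tagged HCV core protein residues 1-106 | controls = unlabelled core106 and no-GST-core106 wells | incubation = compound-protein-antibody incubation 4 h at 22.5 °C | probe or stimulus = Eu donor and XL665 acceptor anti-tag antibodies | read-out = % inhibition based on acceptor/donor emission ratio | signal = TR-FRET 671 and 617 nm emission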
Efflux pump mplx = blocks antifungal efflux pumps in multiplex yeast assay. S. cerevisiae Candida pump triplex, Nile Red efflux. inhibition, % at 10 µM. 0.44% of 330,000 active. AID 485275;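 active means plate passing quality check with inhibition over a set limit, or well fluorescence over plate mean plus 4 SD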;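 further: Nile Red retained in pooled yeast measured as flow cytometry median fluorescence; 0% = buffer negative control and 100% = Enniatin B positive control; higher means more Nile Red kept so more efflux inhibition; some compounds called inactive have numbers as strong as hits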
TPT1 inh = C. albicans TPT1 enzyme inhibition. 0.81% of 300,000 active. AID 1962. recombinant caTPT1, FP RNA substrate dephosphorylation. inhibition, % at 5 µM;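 active means inhibition above the mean of all tested compounds plus 3 SD, set per screening campaign, cut at about 24% in these data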;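 further: plate controls were DMSO alone for no effect and ferristatin control at 100 nM for full effect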
proCasp3 act = procaspase-3 (human) activation. recombinant procaspase-3 D3A, Ac-DEVD-pNA absorbance 405 nm. activation, % at 8.5 µM. P42574. 0.11% of 330,000 active;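 active means activation above the mean of all tested compounds plus 3 SD, cut at about 21% in these data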;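 further: 0% = DMSO alone and 100% = DMSO wells spiked with extra 5 µM PC-3 D3A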
Target sequence (P42574 whole entry D9A/D28A/D175A): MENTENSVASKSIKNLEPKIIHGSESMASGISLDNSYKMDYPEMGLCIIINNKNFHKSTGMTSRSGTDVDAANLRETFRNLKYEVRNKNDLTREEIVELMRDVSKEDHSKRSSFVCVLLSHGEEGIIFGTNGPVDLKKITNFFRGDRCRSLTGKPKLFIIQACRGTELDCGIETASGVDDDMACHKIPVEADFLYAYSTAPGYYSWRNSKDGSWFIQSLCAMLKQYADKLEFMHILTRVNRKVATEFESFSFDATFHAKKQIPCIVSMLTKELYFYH
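Assay system – Procaspase-3 D3A mutant · Benchmarks – DMSO low control, extra-enzyme high control · Technique – 405 nm absorbance of p-nitroaniline, reads at 0 and 120 min · Doses – 8.5 µM nominal · Measure – % activation between DMSO and enzyme-spiked controls · Also added – Ac-DEVD-pNA chromogenic peptide substrate · Schedule – 1 h compound preincubation, 2 h substrate hydrolysis at 25 °C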
PP1 counter = PP1-alpha (human) inhibition in PP5 counter-screen. P62136. purified PP1alpha, OMFP fluorescence. inhibition, % at 6.7 µM. 0.9% of 320,000 active;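 active means inhibition above the mean inhibition of all tested compounds plus 3 SD, computed separately for each screening campaign, cut at about 15% in these data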
procasp7 counter = counter-screen: procaspase-7 (human) activation. recombinant procaspase-7, Ac-DEVD-pNA absorbance 405 nm; D23A/D198A/D206A triple mutant, cannot self-cleave; scale: DMSO 0, 5 µM enzyme 100. activation, % at 8.5 µM. 0.093% of 330,000 active;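 active means percent activation above the screen-wide mean plus 3 SD, cut at about 25% in these data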
Target sequence (P55210 whole entry D23A/D198A/D206A): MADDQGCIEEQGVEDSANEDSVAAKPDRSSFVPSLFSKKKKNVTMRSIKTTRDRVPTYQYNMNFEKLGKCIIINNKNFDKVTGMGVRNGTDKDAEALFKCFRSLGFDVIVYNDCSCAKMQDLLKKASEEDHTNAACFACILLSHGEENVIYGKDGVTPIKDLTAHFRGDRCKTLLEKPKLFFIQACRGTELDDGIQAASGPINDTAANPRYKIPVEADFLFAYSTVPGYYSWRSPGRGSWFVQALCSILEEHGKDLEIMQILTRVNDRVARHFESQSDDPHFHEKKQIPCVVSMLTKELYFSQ
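Material: Procaspase-7 triple mutant (PC-7 D3A) | Quantity: 2 µM procaspase-7 mutant as dispensed | Reagent: DEVD-pNA substrate | Times: 1 h preincubation, 2 h reaction | Technique: 405 nm absorbance of p-nitroaniline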
GASC-1 inh = human JMJD2C demethylase inhibition | 0.069% of 330,000 active | AID 2099 | GST-JMJD2C(1-420) H3K9me3 demethylation, DELFIA europium | inhibition, % at 2.35 µM;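 active means more than half of a compound's replicate wells show inhibition beyond 50%, single wells judged on their own value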;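 further: signal counts dimethyl H3K9 product captured on neutravidin plate; 0% = median of DMSO wells and 100% = 0.3 times that DMSO median; strong numbers were not always called active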
Target sequence (Q9H3R0 1-420 limits assumed): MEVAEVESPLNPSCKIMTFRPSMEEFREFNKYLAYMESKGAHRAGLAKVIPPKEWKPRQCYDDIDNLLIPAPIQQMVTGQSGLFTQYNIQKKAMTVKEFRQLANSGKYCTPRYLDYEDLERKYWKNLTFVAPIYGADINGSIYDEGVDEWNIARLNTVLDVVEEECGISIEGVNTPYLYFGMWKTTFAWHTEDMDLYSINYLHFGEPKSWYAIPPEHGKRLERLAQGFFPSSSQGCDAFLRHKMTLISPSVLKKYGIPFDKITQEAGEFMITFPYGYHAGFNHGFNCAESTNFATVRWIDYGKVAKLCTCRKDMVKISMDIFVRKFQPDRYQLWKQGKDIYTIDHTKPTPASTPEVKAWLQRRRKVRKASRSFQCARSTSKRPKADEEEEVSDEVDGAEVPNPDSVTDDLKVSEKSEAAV
The depositor's hits bear a star; nt = not tested or not shown.

Structure	procasp7 counter	proCasp3 act	HCV core dimer	PP1 counter	GASC-1 inh	CTSL1 counter	TPT1 inh	PP5 inh	Efflux pump mplx
Cc1ccc(C(=O)NCC(=O)OC(C)C(=O)Nc2ccccc2[N+](=O)[O-])s1 (stereo unspecified)	13	9	nt	nt	-4	nt	nt	nt	-0.2
COc1ccc(CNc2nc3ccccc3s2)cc1OC	0	4	-9	-4	2	-2	-1	4.7	0.1
O=C(O)CSc1cn(Cc2ccccc2)c2ccccc12	8	-2	2	-2	7	3	4	-0.1	0.0
COc1ccc(NC(=O)CN(C)C(=O)c2ccc3[nH]c4c(c3c2)CC(C)CC4)cc1 (stereo unspecified)	1	-2	2	-2	-3	7	-2	5.0	0.1
CC(C)(CC(=O)N1CCN(c2ccc(Cl)cc2)CC1)CC1=NS(=O)(=O)c2ccccc2N1	8	0	11	1	-1	-2	-3	0.1	-0.1
COc1ccccc1-c1cc(C(=O)Nc2c(C)n(C)n(-c3ccccc3)c2=O)no1	-25	3	2	2	-4	3	4	3.8	0.0
COc1ccc(NS(=O)(=O)c2ccc(F)c(Cl)c2)cn1	6	5	-2	-1	3	-4	-28	1.1	0.1
COc1ccc(/C=N/NC(=O)c2ccc(O)cc2)cc1CN1CCCc2ccccc21	-2	0	19	2	1	3	31*	1.4	0.1
CCn1cc(S(=O)(=O)NCCc2ccc(F)cc2)cn1	3	3	-1	-4	4	-1	-2	1.6	0.1
COc1cccc(NC(=O)[C@H](C)NC(=O)N2CCn3c2nc2ccccc23)c1	-6	-2	7	-1	0	-2	-2	0.3	0.4
CCn1nc(C)c(NC(=O)/C=C/c2cnn(C)c2C)c1C	-6	-2	0	-2	-2	-2	2	-1.0	-0.1
O=S(=O)(Cc1nnnn1-c1ccccc1)c1ccc(F)cc1	-4	-1	-6	-3	-3	2	-2	0.4	3.0
CNC(=S)N/N=C/c1ccc(N(C)C)cc1	-1	-8	-16	1	-23	11	3	0.4	0.4
Cc1ccc(CN(Cc2ccc(C)o2)C(=S)NCC(=O)O)cc1	-24	-12	-1	0	19	5	0	0.6	-0.1
O=C(NCc1cccc(C(F)(F)F)c1)C1CCC(=O)N(C2CCCCCC2)C1 (stereo unspecified)	7	4	0	-6	2	3	-1	-1.6	0.0
Cc1ccc(S(=O)(=O)N(C)c2ccc(C(=O)N(CC(C)C)C3CCS(=O)(=O)C3)cc2)cc1 (stereo unspecified)	13	-15	0	-4	0	-2	-2	-1.2	0.1
CCCCNC(=O)CSc1ccc(S(=O)(=O)N2CCOCC2)cn1	0	-1	nt	-2	2	nt	nt	-1.3	0.2
O=C(N/N=C/c1cccc(Oc2ccccc2)c1)c1ccccc1Br	-3	-5	-2	4	-7	3	-4	0.5	-0.1
CC(=O)Oc1ccc2c(c1)O/C(=C\c1ccncc1)C2=O	9	-15	-1	2	1	0	-30	0.1	0.0
O=C(Cc1ccc(Cl)cc1Cl)OCC(=O)N1CCCCC1	-5	6	1	-2	-7	0	1	1.0	-0.1
CCCC(c1nnnn1CC1CCCO1)N1CCN(c2nc3ccccc3s2)CC1 (stereo unspecified)	9	0	4	-3	-3	2	-2	2.7	0.0
O=C(Nc1ccc(F)cc1)c1cc(-c2ccccn2)nc2c(Cl)cccc12	2	0	-58	2	2	-1	2	0.6	0.3
COc1ccccc1C/C(N)=N/OC(=O)c1cccc([N+](=O)[O-])c1	-4	4	0	-1	-1	-6	-3	-1.3	0.0
NC(=O)N/N=C/c1ccc([N+](=O)[O-])o1	0	-4	11	-2	nt	4	1	-0.4	0.0
O=C(CC12CC3CC(CC(C3)C1)C2)NCC(=O)N1CCCC1	0	-2	-5	-4	-4	-1	-1	4.2	0.3
O=c1cc(-c2ccc([N+](=O)[O-])cc2)c2cc3c(cc2[nH]1)OCCO3	0	-3	-1	-2	5	0	-2	5.4	0.5
CC(NC(=O)c1cc2ccccc2o1)C(=O)O (stereo unspecified)	-7	-8	4	-2	-21	-3	6	0.4	0.1
S=C(NC1CCCCC1)N1CCN(Cc2ccccc2)CC1	0	-7	1	-3	-12	-2	-2	-0.8	0.0
Clc1ccc(SCc2cc(-c3ccccc3)no2)cc1	10	10	-11	-1	-7	1	0	1.9	-0.1
Cc1cc(C(=O)NC(C)C2CC2)c(Cl)cc1Cl (stereo unspecified)	-3	-4	8	3	-12	2	-3	1.6	0.0
CC(C)NC(=O)COC(=O)c1ccc(O)cc1	4	-10	1	0	6	7	-1	-9.5	-0.1
Cc1ccc(C)c(NC(=O)CCC(=O)N2CCOc3ccccc32)c1	8	6	2	2	0	-1	4	-0.4	-0.2
CC1=CC(C)(C)N(C(=O)CSc2nnc(N)s2)c2cc(C)c(C)cc21	6	6	3	-4	0	-3	-6	3.0	0.0
CCCCNC(=O)c1ccccc1NC(=O)c1ccc2c(c1)OCO2	-1	7	-7	1	-8	-3	0	3.7	0.2
CCn1c(CSc2ncccn2)nnc1SCC(=O)N1CCc2ccccc21	-12	-1	3	11	-6	-12	-37	-0.6	1.0
Cc1occc1-c1nnc(SCC(=O)NCc2ccco2)n1CC(C)C	-4	9	17	1	-5	0	3	1.5	-0.2

Three compounds from above with just TPT1 inh:
smiles	TPT1 inh
O=C(CC12CC3CC(CC(C3)C1)C2)NCC(=O)N1CCCC1	-1
O=c1cc(-c2ccc([N+](=O)[O-])cc2)c2cc3c(cc2[nH]1)OCCO3	-2
CC(NC(=O)c1cc2ccccc2o1)C(=O)O (stereo unspecified)	6

Following part:
Structure	procasp7 counter	proCasp3 act	HCV core dimer	PP1 counter	GASC-1 inh	CTSL1 counter	TPT1 inh	PP5 inh	Efflux pump mplx
Cc1ccc(NC(=S)N(Cc2cccs2)Cc2cc3cc(C)ccc3[nH]c2=O)cc1	9	2	17	-1	-1	3	-3	-1.6	0.0
CN(C)C=Nc1ncc2c3ccccc3n(CCN(C)C)c2c1C#N	9	0	-6	1	13	7	-4	-3.9	-0.1
O=C(N/N=C/c1cccs1)c1cccc(NC(=O)c2ccc(Cl)cc2)c1	7	4	3	1	-7	3	0	-1.0	0.1
C/C(=N\NC(=O)C(N)=O)c1cccc(C(F)(F)F)c1	2	-2	-2	-3	-19	-4	-5	1.2	-0.1
CN1CCN(C(=O)CCc2ncc(C(F)(F)F)cc2Cl)CC1	-3	3	4	0	4	-4	-1	1.6	0.0
CN(C(=O)c1cc2ccccc2cc1O)C1CCCCC1	8	-1	7	0	4	1	0	0.0	0.0
COc1cccc(C(=O)c2c[nH]c(C(=O)NCc3ccco3)c2)c1	16	8	-1	-2	0	-1	4	0.0	0.1
O=C(Nc1cc(Cl)cc(Cl)c1)Nc1cnccn1	-9	4	11	-1	0	0	-3	2.8	0.2
CCc1cc(-c2n[nH]c(=S)n2-c2cccc(C)c2)cs1	-31	-18	-1	-2	-18	-1	1	0.7	-0.2
Cc1[nH]c2ccccc2c1C(=O)CN1CC(C)OC(C)C1 (stereo unspecified)	-2	-8	-7	-1	-6	0	5	0.7	0.1
COc1ccc(OCC(=O)c2c[nH]c3ccccc23)cc1	0	-2	3	-4	3	3	1	2.2	0.1
O=C(COc1ccc2c3c(c(=O)oc2c1)CCCC3)NCCCN1CCOCC1	9	5	-12	-1	5	4	-3	-0.4	-0.1
O=C(c1ccc(F)cc1)c1ccc(-c2ccc(F)cc2)nc1	4	7	6	0	-17	4	-2	0.6	0.1
Cc1cccc(NC(=O)c2cccc(C(=O)Nc3cccc(C)n3)c2)n1	3	-4	-16	-3	-4	3	1	0.7	-0.2
CN1CCC(NC(=S)NC2CC2)CC1	9	-3	-10	-9	9	-5	-2	2.6	0.0
COC(=O)c1ccc2c(c1)N(Cc1nc(-c3ccc(Cl)cc3)oc1C)C(=O)C1CCCN21 (stereo unspecified)	-9	-6	28	16*	4	7	4	2.1	0.1
Fc1ccc(C(c2ccc(F)cc2)N2CCN(C/C=C/c3ccccc3)CC2)cc1	0	10	-7	8	-4	0	-1	2.8	0.0
CCOC(=O)N1C(=O)[C@](CC)(c2ccccc2)N1C(=O)OCC	4	3	2	1	2	2	-1	0.4	-0.2
O=C1c2ccccc2C(=O)N1OCc1ccc(Cl)cc1	1	5	4	-8	2	-5	0	1.2	0.1
COc1ccc(/C=C2\SC(=O)N(CC(=O)Nc3cccnc3)C2=O)cc1OC	-11	-1	4	0	9	4	-1	1.8	0.0
COc1cccc(OC)c1OC(=O)C1CC(=O)N(c2ccc3c(c2)OCCO3)C1 (stereo unspecified)	-6	1	nt	nt	2	nt	nt	nt	0.1
Cc1ccc(C2CC(c3cccs3)=NN2C(=O)CSc2nc3ccccc3o2)cc1 (stereo unspecified)	4	3	24	12	7	4	1	1.7	-0.1
O=C1N(Cc2cccnc2)C[C@@H]2C[C@@H](c3ccccc3C(F)(F)F)N3CCC[C@@]123	0	1	-1	-4	10	-7	-2	3.6	0.1
O=C(N/N=C/c1ccco1)c1ccc2nc[nH]c2c1	1	-3	1	-5	1	3	3	-1.4	0.2
COCC(C)NS(=O)(=O)c1ccc(C)cc1 (stereo unspecified)	6	-10	-5	-2	8	1	-5	-0.8	0.0
Cn1c(=O)c2c(nc(SCCN3CCOCC3)n2Cc2ccc(F)cc2)n(C)c1=O	8	5	-2	-4	-6	-2	0	-0.8	0.1
CCN(CC)S(=O)(=O)c1ccc(C(=O)OCC(=O)N2CCOCC2)cc1	5	-8	5	-1	16	4	2	-0.5	-0.1
COCc1[nH]nc2c1C(c1ccc(OC)c(OC)c1)C(C#N)=C(N)O2 (stereo unspecified)	-2	8	-4	0	10	2	-8	1.5	-0.2
CC1CCN(C(=S)c2cn(Cc3ccccc3F)c3ccccc23)CC1	11	5	15	4	1	0	2	2.7	0.0
CCCS(=O)(=O)n1nc(-c2ccc(OC)cc2OC)cc1N	9	7	-15	2	3	-6	-5	2.2	-0.1
O=C(CSc1nncc2ccccc12)N1CCOCC1	-9	-9	-7	0	2	1	-1	-0.6	0.0
COc1ccc(C(=O)NNC(=O)CSc2nnc(C)n2C)cc1	-6	9	-5	-2	-15	-5	-4	-4.1	0.1
COc1ccc(Cl)cc1-c1nc(SCC(=O)NC2CC2)n[nH]1	3	-5	1	-1	-10	-3	2	3.0	0.6
COc1ccc(CCn2c(C)nc3c(c(=O)c4ccccc4n3C)c2=O)cc1	-1	-6	13	-2	-30	1	0	-3.3	1.9

Bioassay records from PubChem BioAssay.
